BH1578 lux ind: induces V. cholerae light production without autoinducers | AID 588436 | activation, % at 18.7 µM | 0.16% of 350,000 active | V. cholerae BH1578 lux reporter, luminescence, 6 h; in the data active = activation mostly above about 9.7%, no sharp cut-off; note: not every result past the cut was called active; inactives centre near 0; reference of the scale not given here
CCHF vOTU inh: CCHFV vOTU protease inhibition; Pep-AMC fluorescence; inhibition, % at 11.5 µM; 0.55% of 370,000 active; AID 651958; in the data active = inhibition above about 30%; note: 0% = vehicle wells with enzyme and 100% = no enzyme wells
PriA SSB inh: K. pneumoniae PriA-SSBct interaction inhibition; 0.6% of 430,000 active; inhibition, % at 33 µM; AlphaScreen SSBct-PriA binding, biotinylated peptide; in the data active = inhibition mostly above about 37%, no sharp cut-off; inactive = mostly below about 20%;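 note: plate controls were negative control peptide for no effect and reference peptide for full effect; strong numbers were not always called active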
Rv3671c protease: inhibits the M. tuberculosis serine protease Rv3671c; P9WHR9; inhibition, % at 5.96 µM; 0.048% of 320,000 active; in the data active = inhibition above about 38%;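 note: extracellular domain of Rv3671c used as enzyme; 0% = enzyme with DMSO and 100% = no enzyme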
Target sequence (P9WHR9 whole entry, looked up, the tested form may be a part): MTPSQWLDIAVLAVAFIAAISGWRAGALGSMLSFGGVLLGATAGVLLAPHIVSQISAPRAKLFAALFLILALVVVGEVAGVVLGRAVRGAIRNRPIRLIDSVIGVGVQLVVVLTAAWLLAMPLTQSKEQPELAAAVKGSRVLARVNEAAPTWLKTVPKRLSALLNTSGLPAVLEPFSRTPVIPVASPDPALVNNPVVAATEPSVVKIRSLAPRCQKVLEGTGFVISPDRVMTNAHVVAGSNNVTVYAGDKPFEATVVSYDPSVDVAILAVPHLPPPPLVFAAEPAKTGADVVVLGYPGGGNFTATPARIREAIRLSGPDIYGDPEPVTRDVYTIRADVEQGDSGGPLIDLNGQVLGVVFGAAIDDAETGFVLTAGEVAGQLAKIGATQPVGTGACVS
SARS 3CLpro inh: SARS-CoV 3CLpro protease inhibition. P0C6X7. recombinant SARS-CoV 3CLpro, quenched FRET peptide cleavage. inhibition, % at 6 µM. 0.14% of 290,000 active. AID 1706; in the data active = inhibition above about 12%
MazF activator: MazEF (E. coli) toxin RNase activation. FAM/BHQ RNA-DNA oligo cleavage fluorescence, 5 h. 0.32% of 350,000 active. activation, % at 20 µM. AID 504720. P0AE70; in the data active = activation above about 50%
Target sequence (P0AE70 whole entry, looked up): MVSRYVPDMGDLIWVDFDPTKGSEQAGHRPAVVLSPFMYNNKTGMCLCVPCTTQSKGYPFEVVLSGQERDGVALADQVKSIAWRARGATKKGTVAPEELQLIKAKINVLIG
DUSP3 inh: blocks human VHR1 dual specificity phosphatase; 0.52% of 290,000 active; inhibition, % at 13.3 µM; AID 1654; P51452; recombinant VHR phosphatase, pNPP absorbance; in the data active = inhibition above about 50%; note: some compounds called inactive have numbers as strong as hits
Target sequence (P51452 whole entry, looked up): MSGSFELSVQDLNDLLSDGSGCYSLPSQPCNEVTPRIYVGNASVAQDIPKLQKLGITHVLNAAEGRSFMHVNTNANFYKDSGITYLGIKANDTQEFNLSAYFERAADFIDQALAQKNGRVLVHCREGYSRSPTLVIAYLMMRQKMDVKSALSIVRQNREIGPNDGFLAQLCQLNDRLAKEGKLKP
PrPC surface inh: cell surface PrPC inhibition, primary TR-FRET screen. inhibition, % at 13.8 µM. 0.43% of 370,000 active. TR-FRET read-out. P04156; in the data active = inhibition above about 24%; note: 0% = median of the test wells and 100% = reference compound wells
TcdB GH inh: blocks C. difficile toxin B glycohydrolase activity | P18177 | TcdB glycohydrolase enzymatic assay, plate reader | inhibition, % at 9.99 µM | 0.24% of 350,000 active | AID 652162; in the data active = inhibition above about 10%
Y pestis TopoI: Y. pestis Topo-I inhibition via cleavage products; 0.064% of 360,000 active; Y. pestis Topo-I cleavage product accumulation, plate reader; activity, % at 10 µM; in the data active = activity above about 50%, passing the limit was not always enough; note: inactives centre near 2
An asterisk follows results filed as active; i = inactive; · = no result given; & = joins results of further samples. The list is partial, so the mix of outcomes need not match the whole.

SMILES | BH1578 lux ind | CCHF vOTU inh | PriA SSB inh | Rv3671c protease | SARS 3CLpro inh | MazF activator | DUSP3 inh | PrPC surface inh | TcdB GH inh | Y pestis TopoI
CNc1sc(C(=O)c2ccccc2F)c(N)c1-c1nc2ccccc2s1 | -0.5 | 2.6 | 9.5 | 8.6 | 1.6 | 13.7 | -15.5 | -10.0 | · | 2.1
COC(=O)c1ccc(C(=O)N2CCCC(CNC(=O)c3ccccc3Cl)C2)cc1 (stereo unspecified) | i | 2.4 | -12.8 | -6.4 | 1.8 | -0.8 | 10.3 | 1.4 | 1.4 | -9.0
CC(C)CCNC(=O)CN(Cc1ccccc1)C(=O)CCC(=O)Nc1nccs1 | -0.3 | 20.0 | -6.2 | 12.4 | 8.0 | 5.3 | 24.8 | -3.6 | 1.4 | 13.1
NC(=O)C1CCN(CCC(=O)Nc2cccc(Cl)c2)CC1 | 4.8 | 4.0 | -4.9 | -8.2 | 1.0 | 0.8 | 8.1 | -5.6 | · | 8.9
COC(=O)c1cccc(C23CC4(C2)[C@H](CN(CC2CCCCC2)[C@@H]4c2ccccc2)C3c2ccccc2)c1 (stereo partly specified) | i | -5.2 | 7.1 | -9.2 | · | -18.0 | 14.9 | 0.7 | 0.5 | 12.5
O=C(CSc1nnc(-c2ccccn2)o1)Nc1ccccc1Cl | -0.3 | 11.9 | -5.9 | -0.1 | -2.2 | -2.8 | -24.8 | 5.6 | 1.9 | 3.7
CCCCC(=O)Nc1ccc2c3c(cccc13)C(=O)N2CC | i | -13.8 | -11.9 | -5.2 | 1.6 | 10.4 | 20.0 | -33.0 | · | 11.9
Cc1ccc(-n2c(-c3ccco3)nc3c(cnn3-c3ccc(C)cc3)c2=O)cc1 | -0.1 | -9.9 | -20.3 | 0.8 | -8.8 | 0.4 | 23.2 | -0.5 | 0.6 | 2.6
COc1ccc(CCNC(=O)CCCOc2ccc(Cl)cc2)cc1OC | -0.2 | -5.2 | 3.9 | 1.4 | 1.2 | 4.7 | 14.8 | 3.9 | 0.0 | 12.8
O=C(COC(=O)CNC(=O)c1ccccc1)NCc1ccc2c(c1)OCO2 | i | 10.3 | 2.5 | -9.0 | · | 6.0 | · | -4.8 | 0.1 | 5.9
CCSc1nc(N)c(NC(=O)c2ccc(Br)o2)c(=O)[nH]1 | i | -10.7 | -9.0&-12.6 | 1.9 | -2.4 | 2.6 | 27.6 | -3.9 | 2.0 | 0.3
CCOC(=O)C(=O)N1c2ccccc2C(N(C(=O)C(=O)OCC)c2ccccc2)CC1C (stereo unspecified) | -0.5 | -8.3 | -8.0 | 2.4 | -3.2 | 1.3 | 5.0 | -2.6 | 1.5 | 24.3
CCn1c(CNC(=O)c2cccc(C)c2)nnc1SCC(=O)Nc1cccc(OC)c1 | -2.5 | -5.0 | -5.6 | 4.1 | 5.0 | -2.7 | 36.7 | 1.3 | · | 25.2
CC(=O)c1ccc(N(CC(=O)NCc2ccc3c(c2)OCO3)C(=O)c2csnn2)cc1 | -0.2 | 21.8 | 0.3 | -6.2 | -5.6 | -20.5 | 5.8 | 7.1 | 0.7 | 4.1
CC(C)n1ncc2c(C(=O)NCCc3ccc(F)cc3)cc(C3CC3)nc21 | -1.4 | 2.0 | -31.1 | · | · | 0.2 | · | 0.0 | -0.9 | 9.9
COc1ccc2c(c1OC)C(=O)N1N=C(c3ccc(Cl)cc3)CC21 (stereo unspecified) | -0.6 | 9.9 | -8.8 | -1.3 | -0.9 | -7.1 | 4.6 | -6.1 | 0.2 | 9.7
N#Cc1cccc(C(=O)OCC(=O)NCc2ccco2)c1 | -0.2 | 5.3 | 6.2 | 0.9 | -2.2 | 6.1 | 14.0 | 6.5 | 0.1 | 2.0
O=C(COc1ccc(C(=O)NCCc2ccccc2)cc1)Nc1ccccc1 | -0.3 | -2.4 | -4.7 | 1.3 | 5.7 | -7.2 | 2.9 | -2.1 | 0.5 | 1.3
COc1ccc(NC(=O)/C=C/c2ccccc2)c([N+](=O)[O-])c1 | -0.4 | 5.9 | 15.0 | -5.9 | 5.2 | 2.4 | -2.7 | -17.8 | 1.3 | 4.5
N#CC1=C(N)S[C@H](C(=O)C23CC4CC(CC(C4)C2)C3)[C@H]1c1ccncc1 | i | · | -2.2 | -4.2 | 0.8 | 4.6 | -13.2 | · | · | 11.5

An excerpt from above in order of molecular weight, lowest first:
SMILES | BH1578 lux ind | CCHF vOTU inh | PriA SSB inh | Rv3671c protease | SARS 3CLpro inh | MazF activator | DUSP3 inh | PrPC surface inh | TcdB GH inh | Y pestis TopoI
COc1ccc(NC(=O)/C=C/c2ccccc2)c([N+](=O)[O-])c1 | -0.4 | 5.9 | 15.0 | -5.9 | 5.2 | 2.4 | -2.7 | -17.8 | 1.3 | 4.5
COc1ccc2c(c1OC)C(=O)N1N=C(c3ccc(Cl)cc3)CC21 (stereo unspecified) | -0.6 | 9.9 | -8.8 | -1.3 | -0.9 | -7.1 | 4.6 | -6.1 | 0.2 | 9.7
COc1ccc(CCNC(=O)CCCOc2ccc(Cl)cc2)cc1OC | -0.2 | -5.2 | 3.9 | 1.4 | 1.2 | 4.7 | 14.8 | 3.9 | 0.0 | 12.8
CC(C)CCNC(=O)CN(Cc1ccccc1)C(=O)CCC(=O)Nc1nccs1 | -0.3 | 20.0 | -6.2 | 12.4 | 8.0 | 5.3 | 24.8 | -3.6 | 1.4 | 13.1
CCOC(=O)C(=O)N1c2ccccc2C(N(C(=O)C(=O)OCC)c2ccccc2)CC1C (stereo unspecified) | -0.5 | -8.3 | -8.0 | 2.4 | -3.2 | 1.3 | 5.0 | -2.6 | 1.5 | 24.3

The listing continues.
SMILES | BH1578 lux ind | CCHF vOTU inh | PriA SSB inh | Rv3671c protease | SARS 3CLpro inh | MazF activator | DUSP3 inh | PrPC surface inh | TcdB GH inh | Y pestis TopoI
C[C@H](CO)N1C[C@H](C)[C@H](CN(C)C(=O)c2ccc(N3CCN(C)CC3)cc2)OCc2cnnn2CCCC1=O | i | -5.8 | · | · | · | 4.8 | · | 3.6 | 0.4&0.1 | 2.0
COc1ccc2nc(Cl)c(/C=N/Nc3ccccn3)cc2c1 | 0.0 | -0.7 | · | -3.3 | -0.1 | 2.5 | 34.7 | -5.1 | 0.8 | 3.3
N/C(CC1CC1(Cl)Cl)=N\OC(=O)c1ccccc1 (stereo unspecified) | -0.1 | -13.9 | · | 0.1 | 0.5 | 2.8 | -2.7 | 8.2 | 0.9 | -6.0
C[C@@H]1CN([C@@H](C)CO)C(=O)c2cc(NC(=O)Nc3ccc(F)cc3)ccc2O[C@@H]1CN(C)Cc1ccc(Oc2ccccc2)cc1 | -7.1 | 2.7 | -5.5 | -58.9 | · | -11.8 | · | -1.9 | 1.0&0.2 | -1.4
CCN1CCN(C(=O)/C=C/c2ccc(C)o2)CC1 | i | -3.4 | -8.4 | -0.7 | 0.8 | -7.7 | 13.6 | -3.9 | · | -0.5
CNC(=O)/C(C#N)=C/c1c(N2CCCCCC2)nc2c(C)cccn2c1=O | -1.5 | -25.9 | 1.3 | 0.1 | -1.3 | 4.1 | · | 6.2 | 0.7 | 11.3
CCn1cc(CN2CCCC(C(=O)c3cccc(OC)c3)C2)c(C)n1 (stereo unspecified) | -0.3 | 6.4 | -8.0 | 1.6 | 4.7 | 5.6 | 23.4 | 0.9 | -0.3 | 3.5
CCO[C@@H]1OC(C(=O)N2CCN(Cc3ccccc3)CC2)=C[C@H](C2CC2)[C@H]1CCCO | i | -0.5 | -3.5 | -1.5 | 0.1 | 6.3 | 17.5 | 0.6 | 0.4 | -0.9
CCn1c(SCC(N)=O)nnc1-c1ccc2c(c1)OCO2 | 0.5 | -2.0 | -8.0 | 0.0 | -0.3 | 13.0 | 8.2 | 3.8 | 0.9 | 2.3
Cc1cc(-c2ccc(C)c(S(=O)(=O)Nc3ccc(S(N)(=O)=O)cc3)c2)on1 | i | 6.2 | -7.9 | -6.5 | 2.1 | 9.9 | 1.9 | -1.7 | 1.7 | -1.5
COc1ccc2nc(NC(=O)C3CCN(S(=O)(=O)c4cccc5nsnc45)CC3)sc2c1 | -0.3 | 14.4 | 24.9 | -46.6 | 1.7 | -4.2 | 18.6 | -17.8 | · | 23.1
CC(C)Oc1ccc(S(=O)(=O)N2CCOCC2)cc1NC(=O)C1CCCCC1 | 2.0 | 8.3 | -12.0 | -6.5 | · | 3.1 | · | -4.3 | 0.2 | 14.8
O=C(OCCN1CCOCC1)c1ccc(O)cc1 | 0.4 | -10.9 | -12.0 | 7.4 | -0.8 | -7.7 | 8.1 | 1.2 | 7.7 | 4.4
Cc1onc(-c2ccccc2)c1C(=O)NNC(=S)NC(=O)/C=C/c1ccccc1 | i | 10.5 | -4.3 | 7.6 | 3.6 | 4.4 | 1.3 | 0.5 | 0.9 | -5.4
Cc1cc(C)c2cc(CN(CCO)C(c3nnnn3Cc3ccc(F)cc3)C(C)C)c(=O)[nH]c2c1 (stereo unspecified) | · | 19.2 | · | · | -2.9 | · | -2.1 | 5.4 | · | ·
CCN1C[C@@H]2[C@@H]3C(=O)N(Cc4ccccc4)C(=O)[C@@H]3[C@](CC)(C1=O)N2C(=O)c1ccccc1 | -0.6 | 8.5 | -0.4 | · | · | -5.8 | · | -4.6 | -0.2 | -10.3
O=C(c1ccco1)N1CCN(C(=O)c2cc3sccc3n2Cc2ccccc2)CC1 | i | 0.5 | 14.6 | -10.8 | -0.8 | -2.8 | -2.1 | -5.3 | · | 41.5
COc1cccc(/C=C/C(=O)OCC(=O)N2c3ccccc3CC2C)c1 (stereo unspecified) | -0.9 | -16.4 | · | · | · | 3.2 | · | -3.5 | -0.5 | 25.6
COc1cc(OC)c(N(C)S(=O)(=O)c2cccc(C(=O)OCC(=O)N(C)C3CCCCC3)c2)cc1Cl | -2.8 | 11.7 | 8.0 | · | · | -3.9 | · | -3.0 | 0.0 | 1.0
COc1ccccc1N1CCN(Cc2cc(=O)c(OCC(=O)NC(C)C)co2)CC1 | -0.5 | -2.9 | 0.9 | 2.3 | -3.3 | 3.6 | 5.5 | 0.8 | 2.2 | -6.3
CCCCC(c1nnnn1C(C)C)N1CCN(C(=O)c2ccco2)CC1 (stereo unspecified) | -0.3 | 2.2 | -23.8 | 4.4 | 5.0 | 1.2 | 5.8 | -4.0 | 0.3 | -5.9
COC(=O)C1=C(O)C(C(=O)OC)C(c2ccc(C)cc2)C(C#N)(C#N)C1c1ccc(C)cc1 (stereo unspecified) | 2.0 | -1.3 | -20.1 | -3.8 | -1.3 | 4.8 | 4.4 | 3.2 | · | 2.6
N#Cc1c(-c2ccc3c(c2)OCO3)cc[nH]c1=O | i | · | 1.7 | 0.2 | 1.3 | -1.1 | -2.0 | · | · | 4.4
CCCSc1nsc(NC(=O)Nc2ccc(F)cc2F)n1 | -0.6 | -7.9 | -14.0 | -5.4 | 8.0 | 15.8 | -11.6 | -5.5 | -0.4 | -0.3
C/C(=C\C(=O)OCCCCCCCCC(=O)O)C[C@@H]1OC[C@H](C[C@@H]2O[C@H]2[C@@H](C)[C@H](C)O)[C@@H](O)[C@H]1O | -3.0 | 1.8 | -1.8 | 2.7 | · | 3.7 | · | -4.4 | 0.7 | -5.1
CCC(=O)N1CCC(C)(C(=O)Nc2cc(OC)c(OC)c(OC)c2)C1 (stereo unspecified) | 0.3 | 0.2 | · | · | · | · | · | -1.5 | 1.8 | 11.9
Nc1nonc1-n1nnc(C(=O)N/N=C/c2cccs2)c1CSc1ccccc1 | -0.5 | 6.9 | · | 1.2 | 0.6 | 6.6 | 12.8 | -1.9 | 2.6 | 17.8
CC1CC(OC(=O)c2ccccc2C(=O)c2ccc(Cl)cc2)C(=O)O1 (stereo unspecified) | -7.1 | -4.8 | -17.9 | 4.0 | · | 4.5 | · | -2.3 | 7.3 | 13.3
CC(C)N(Cc1ccccc1)C(=O)CSc1nccn1C | -3.6 | -6.0 | -17.9 | 5.9 | 0.3 | 1.8 | 21.7 | 1.5 | 1.6 | 2.5
CC(C)(C)NC(=O)CCn1nc(-c2ccc(Cl)cc2)c2ccccc2c1=O | i | · | -11.7 | -2.4 | -0.9 | 14.7 | 13.8 | · | · | 30.8
O=C(NC1=NCCS1)c1cccc(OC(F)F)c1 | -1.9 | 8.1 | -11.6 | 0.6 | 5.2 | 12.6 | 13.2 | 4.2 | 3.5 | 2.1
COc1ccc2c3c([nH]c2c1)C(C)N(C(C)=O)CC3 (stereo unspecified) | -1.2 | -15.5 | -15.5 | 7.9 | 1.5 | 1.0 | -12.6 | 4.9 | -1.6 | -13.2

Screens from PubChem BioAssay.
